# AmpC det inh: Promiscuous and Specific Inhibitors of AmpC Beta-Lactamase (assay with detergent); P00811; purified AmpC, nitrocefin hydrolysis with detergent; Potency, µM (series often up to 28.7 µM), inactives show at the top dose activity change, negative = inhibition; 0.09% of 71,000 active; AID 584, 2007; active = well fitted curve in the direction sought with a large enough effect
# Target sequence (P00811 whole entry, looked up): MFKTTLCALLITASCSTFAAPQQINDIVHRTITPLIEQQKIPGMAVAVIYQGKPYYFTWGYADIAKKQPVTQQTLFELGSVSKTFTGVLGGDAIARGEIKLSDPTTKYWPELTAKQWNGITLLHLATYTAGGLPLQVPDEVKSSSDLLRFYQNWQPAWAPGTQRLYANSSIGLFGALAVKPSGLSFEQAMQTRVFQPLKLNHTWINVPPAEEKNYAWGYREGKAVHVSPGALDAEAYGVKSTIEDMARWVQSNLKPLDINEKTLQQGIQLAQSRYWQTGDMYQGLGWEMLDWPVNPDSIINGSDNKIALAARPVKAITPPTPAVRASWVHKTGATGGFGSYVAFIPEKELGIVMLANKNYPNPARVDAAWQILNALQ
#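 E. coli AmpC (5.3 nM) in 20 mM phosphate pH 7.0 with 0.01% Triton X-100, preincubated 15 min RT with compound; nitrocefin (2 uL of 800 uM stock) hydrolysis followed by 480 nm absorbance every 20 s over 4 min.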
# * marks the source's active call; other numbers are inactive results; & = joins results of further samples; [ ] = dose if it differs, or a comment. % is scaled to controls: 0 for no effect and ±100 for the full control effect; potency is read from the fitted curve at half-maximal effect. The list is partial; the hit share may differ from the screen's.
Structure | AmpC det inh
O=C1c2ccccc2C(=O)N1c1n[nH]c(CCc2ccccc2)n1 | -8.6%
COc1ccc2c3c(c(=O)oc2c1OCC(=O)C(C)(C)C)CCCC3 | -0.7%
CN1CCN(C(=O)C2CCN(S(=O)(=O)c3cnc[nH]3)CC2)CC1 | -1.4%
CC(=O)S[C@H]1CC2=CC(=O)CC[C@@]2(C)[C@H]2CC[C@@]3(C)[C@H](CC[C@]34CCC(=O)O4)[C@@H]12 | -1.6%[12.8 µM]
CC1(C)C=C(c2ccc(O)cc2)CC(C)(C)N1 | 7.5%
CC(C)C[C@H]1C(=O)N2CCC[C@@H]2[C@]2(O)O[C@](NC(=O)[C@H]3C=C4c5cccc6[nH]cc(c56)C[C@H]4N(C)C3)(C(C)C)C(=O)N12 | -0.1%
Cc1csc(NC(=O)CSc2nnc(-c3ccncc3)o2)n1 | -11.5%
O=C(O)c1cccc(N2C(=O)C3CC=C(Cl)CC3C2=O)c1 (stereo not given) | 10.9%
CP(C)(=O)CCC(=O)O | 0.7%
C(=N/n1c2ccccc2c2ccccc21)/c1ccco1 | -0.1%

# (more compounds)
Structure | AmpC det inh
O=C1CCCc2nc(N3CCN(Cc4ccccc4)CC3)ncc21 | 1.1%
COc1ccc(-n2nnc3c(=O)n(CC(=O)N4CCC(C)CC4)cnc32)cc1 | 12.4%
CCOC(=O)N1CCC(NC(=O)C2CCC(Cn3c(=O)[nH]c4ccccc4c3=O)CC2)CC1 (stereo not given) | -0.1%
c1ccc(N2CCN(c3nnnn3-c3ccccc3)CC2)cc1 | 4.7%
NC[C@H](O)c1ccc(O)c(O)c1 | -2.8%&-1.7%
Cc1csc(SCC(=O)Nc2ccccn2)n1 | -8.8%
COc1ccc(S(=O)(=O)Cc2ccc(C(=O)N3CCN(c4cc(Cl)ccc4C)CC3)o2)cc1 | 11.6%
CC1(C)CC2CC(C)(CN2CC(=O)C(C#N)c2ccccc2)C1 (stereo not given) | -0.9%
CCOc1ccc(-n2cc(C(=O)N3CCC(C)CC3)c3cc(OC)c(OC)cc3c2=O)cc1 | 12.4%
CCCCn1c2nc3ccccc3nc2c2c(=O)n(CCC(C)C)cnc21 | -0.3%

# (continued)
Structure | AmpC det inh
CCOC(=O)c1ccc(-n2c(N)c(C(=O)NCc3ccco3)sc2=S)cc1 | -3.2%
Cc1ccc(Nc2nc(N)nc(CN3CCCCCC3)n2)c(C)c1 | -3.2%
CCCC1=C(C(=O)OCC)C(c2cc(Cl)cc(OC)c2OCC(=O)OCC)NC(=O)N1 (stereo not given) | 0.3%
Cc1cc(C)n(-c2nc3c(c(=O)[nH]c(=O)n3C)n2CC(C)C)n1 | 11.3%
CC1(C)CC(=O)c2cc(OCC(=O)NCCCN3CCN(c4ccc(F)cc4)CC3)ccc2O1 | 1.3%
CCOC(=O)c1cnc2c(C(=O)OC)cccc2c1NCc1ccco1 | 0.3%
O=C(NC1CCCC1)c1sc(=S)n2c1[nH]c(=O)c1ccccc12 | -2.9%
C=C(C)COc1ccc(-c2nc(N)ncc2-c2ccc(OC)cc2)c(O)c1 | 0.7%
CC(C)c1ccc2c(c1)CC[C@@H]1[C@@](C)(CN)CCC[C@@]21C | 0.5%
N#C/C(C(=O)c1ccccc1)=C1/SC=C(N)N1c1ccccc1 | 11.0%

# The list goes on.
Structure | AmpC det inh
CCc1cc2c(N3CCN(c4nnc(CC)s4)CC3)ncnc2s1 | -5.2%
CCC(Sc1nc(-c2ccccc2)cc(=O)[nH]1)C(=O)O (stereo not given) | 6.7%
CCOc1ncccc1C(=O)OCC(=O)N1CC(=O)Nc2ccccc21 | 0.2%
CC(C)OC(=O)NCCOC(=O)Nc1cccc(Cl)c1 | -2.4%
Cc1cc2nc(NC3=NCN(Cc4ccc5c(c4)OCO5)CN3)nc(C)c2cc1C | -6.1%
Cc1cc(=O)oc2cc(OCc3nnc(-c4ccccc4Br)o3)ccc12 | -0.7%
O=C(NCC1CCCO1)c1sc(=S)n2c1[nH]c(=O)c1ccc(C(=O)N3CCCCC3)cc12 (stereo not given) | -2.4%
C=CCc1cccc2cc(C(=O)N3CCN(C(=O)OCC)CC3)c(=O)oc12 | 20.0%
O=c1[nH]c(=O)n(Cc2ccccc2)c(O)c1C=NCCCn1ccnc1 | 28.8%
O=c1ccc2c(o1)/C(=C/C=C(Cl)Cl)CCC2 | -4.8%

# Other entries:
Structure | AmpC det inh
CC1=C(C(=O)NCc2ccc3c(c2)OCO3)C2(CCC(C)CC2)OC1=O (stereo not given) | 10.6%
COC1(c2cc(-c3ccccc3)nc(N)n2)CCCCC1 | -3.7%
CCCCC(CC)C(=O)Nc1ccccc1C(=O)NC(C)C (stereo not given) | -0.9%
Cc1ccc(NC(=O)C2C3C=CC4(CN(Cc5cccnc5)C(=O)C24)O3)cc1F (stereo not given) | 5.3%
CSCC[C@H](C=O)NC(=O)[C@H](CC(C)C)NC(=O)[C@H](CC(C)C)NC(C)=O | -0.4%
NC(=O)C(=O)O | 0.2%
CNc1nnc(CSc2nc3ccccc3s2)s1 | 0.3%
CC1CCc2c(sc3ncnc(N4CCOCC4)c23)C1 (stereo not given) | -1.7%
CCCNC(=O)CN(C1CCCCC1)S(C)(=O)=O | -1.5%
CCN(CC)C(=O)c1cc2sc3ccccc3c2s1 | 3.8%

# Next part.
Structure | AmpC det inh
O=C(Nc1cccc(C(F)(F)F)c1)c1cccnc1 | -1.7%
COc1ccc(O)c(C2NC(CC(C)C)(C(=O)O)C3C(=O)N(Cc4ccccc4)C(=O)C23)c1 (stereo not given) | -0.6%
CC1(CCc2ccc3c(c2)OCO3)NC(=O)c2ccccc2N1 (stereo not given) | -5.0%
COCCn1c(C)cc(C(=O)COC(=O)CCc2ccc(S(=O)(=O)N3CCOCC3)cc2)c1C | -3.4%
O=C(CCc1ccccc1)Nc1cccc(-c2nnc(-c3ccco3)o2)c1 | -2.9%
CC(=O)COC(=O)c1cccc(N2C(=O)C3C4C=CC(C4)C3C2=O)c1 (stereo not given) | 10.5%
COc1ccccc1NC(=O)CSc1nnc(C2CCCCC2)o1 | 6.4%
COCCn1nnnc1C(CC(C)C)N1CCN(C(=O)c2ccco2)CC1 (stereo not given) | 6.3%
O=C(CCn1c(=O)sc2ccccc21)Nc1nccs1 | -1.0%
O=C(Nc1ccc(N2CCN(C(=O)c3ccco3)CC2)cc1)c1ccc(F)cc1 | -2.8%

# More entries:
Structure | AmpC det inh
CCOC(=O)c1sc(N2C(=O)C(O)=C(C(=O)c3ccco3)C2c2ccccc2)nc1C (stereo not given) | -5.0%
COc1cccc(CN2CCCCC2c2cccnc2)c1 (stereo not given) | 4.1%
FC(F)(F)c1cc(-c2ccccc2)nc(N2CCCCCC2)n1 | -4.6%
COC(=O)c1c(NC(=O)c2cccs2)sc2c1CCCC2 | 1.0%
O=C(Nc1nncs1)c1c(F)c(F)c(F)c(F)c1F | -2.0%
O=C(C1=C(O)C(=O)N(CCN2CCOCC2)C1c1ccccn1)c1cccs1 (stereo not given) | 9.2%
CC(C)(C)c1nc(NCC2CCCO2)c2nnn(Cc3ccccc3)c2n1 (stereo not given) | -0.7%
CN(C)CCN=Cc1c(O)n(CCC2=CCCCC2)c(=O)[nH]c1=O | -1.9%
COc1ccc(C(=O)N2CCCC(c3nc(-c4cccs4)no3)C2)cc1 (stereo not given) | -1.3%
COc1ccc(NC(=O)c2cnc3ccccn3c2=O)cc1OC | 8.7%

# Next part
Structure | AmpC det inh
CC1(C)CCC(C)(C)c2c1ccc(O)c2Cc1c(O)ccc2c1C(C)(C)CCC2(C)C | -1.7%[5.75 µM]
COc1ccccc1NC=C1C(=O)OC(C)(C)OC1=O | 7.3%
Cc1ccccc1P(=O)(CO)c1ccccc1C | 7.4%
Cc1ccc(-c2nn(C)c(=O)c3ccccc23)cc1CNS(C)(=O)=O | -3.4%
CCN(CC)S(=O)(=O)c1cccc(-c2nnc(SCC(=O)c3cc(C)n(C4CC4)c3C)o2)c1 | -2.6%
Cc1ccc(N2CC(C(=O)Nc3ccncc3)CC2=O)cc1 (stereo not given) | -2.4%
Cc1nc2ccc(S(=O)(=O)NC(C(=O)NC3CCCC3)C(C)C)cc2s1 (stereo not given) | 6.9%
CC(C)c1cc(NC(=O)CSc2nnc(-c3ccccc3F)n2C)on1 | -2.2%
COc1ccccc1OCc1csc(NC(=O)c2ccco2)n1 | 13.7%
CCc1nc(N[C@@H](Cc2c[nH]c3ccccc23)C(=O)O)c2oc3ccccc3c2n1 | 11.9%

# Carrying on:
Structure | AmpC det inh
COCCn1c(SCC(=O)N2CCCc3ccccc32)nc2cccnc21 | 1.2%
CCOC(=O)c1ccc(NC(=O)C2C3C=CC(O3)C2C(=O)O)cc1 (stereo not given) | -2.8%
Cc1nn(-c2ccc(F)cc2F)c2c1-c1nc(N3CCCC3)ncc1CC2 | -4.0%
N#CCC(=O)NCC1(c2ccccc2)CCCC1 | 16.9%
COC(=O)c1sccc1NC(=O)C1CC2CCC1C2 (stereo not given) | 1.7%
O=C1COc2ccc(-c3csc(NCC4CCCO4)n3)cc2N1 (stereo not given) | -2.0%
O=C(COC(=O)c1ccccc1NC(=O)c1ccco1)NCc1ccc2c(c1)OCO2 | -3.7%
O=C(CCN1C(=O)COc2ccccc21)NCCC1=CCCCC1 | -0.5%
CC(NC(=O)Cc1cccs1)c1ccc2c(c1)OCO2 (stereo not given) | -3.0%
O=C(NCCO)c1ccc2c(c1)S(=O)(=O)c1ccccc1C2=O | -3.3%

# Continued:
Structure | AmpC det inh
CCCCc1nnc(NC(=O)CSc2nc(=O)cc(N)n2-c2ccccc2)s1 | 10.3%
OCCSc1nnc(Nc2ccccc2)s1 | -3.0%
CSCC[C@H](NC(=O)OC(C)(C)C)C(=O)N1CCC(C(=O)N[C@H](C(=O)O)C(C)C)CC1 | -1.9%
N=C(N)SCCc1ccc(OCc2ccc([N+](=O)[O-])cc2)cc1 | -6.9%
CCC(C(=O)Nc1nccs1)c1ccccc1 (stereo not given) | -1.9%
Cc1cc(=O)[nH]c(SCc2cc(=O)n3nc(C)sc3n2)n1 | 13.8%
Cc1cccc(C(=O)N2CCN(C(=O)c3cccc(C)c3)C(C)C2)c1 (stereo not given) | -2.2%
COc1ccc(CNc2nc(-c3cccc(NS(C)(=O)=O)c3)nc3ccccc23)c(OC)c1 | -5.2%
COc1ccccc1C(=O)N(Cc1ccco1)C1CCS(=O)(=O)C1 (stereo not given) | 14.7%
COc1ccc(S(=O)(=O)N2CCC(C(=O)Nc3c(F)cccc3F)CC2)cc1 | 11.6%

# Next part
Structure | AmpC det inh
O=C(CNC(=O)c1ccco1)OCC(=O)c1ccc2c(c1)CCCC2 | -9.6%
O=S(=O)(Cc1ccccc1)/C1=C(\N2CCOCC2)CCCCCC1 | 0.0%
CCOC(=O)CC1=CSC2=NS(=O)(=O)CCN12 | -2.4%
Cc1ccc2nc(SCC(=O)N3CCCC3)[nH]c2c1 | -5.7%
COc1cccc(OCCCCCN2CCOCC2)c1 | -0.2%
COc1cccc(Nc2ncc3nc(-c4cccs4)c(=O)n(Cc4cccs4)c3n2)c1 | 1.1%
CCCCn1c(-c2ccccc2)nc2c(=O)n(C)c(=O)[nH]c21 | 8.0%
O=C(Nc1c(F)cc(F)cc1Br)c1ccco1 | -3.3%
O=C(/C=N\O)NCCCNCc1ccccc1 | -0.2%
COC(=O)c1[nH]c2cccc(OC)c2c1NC(=O)CCN1CCC(C(N)=O)CC1 | -3.4%

# Additional results follow.
Structure | AmpC det inh
COc1ccc(CNC(=O)CN(CC2CCCO2)C(=O)CNS(=O)(=O)c2ccc(F)cc2)cc1 (stereo not given) | 12.4%
Cc1ccc(NC(=O)c2ccc3c(c2)N(CC(=O)N2CCCCC2)C(=O)C(C)(C)O3)cc1 | -4.7%
NC(=O)/N=N/C(N)=O | 8.7%
COc1ccccc1NC(=O)C1=C(C)Nc2nc(CCCO)nn2C1c1cccnc1 (stereo not given) | -2.1%
ON1C(c2ccccc2)CC2(O)c3nonc3CCC12 (stereo not given) | 4.1%
Cn1c(/C(C#N)=C(\O)CN2CCN(Cc3ccccc3)CC2)nc2ccccc21 | -2.2%
C#CCOC(=O)CCC(=O)NCCc1ccccc1 | -0.2%
O=C(O)[C@H]1[C@H](C(=O)O)[C@H]2CC[C@@H]1O2 | -3.4%
O=C(Cn1nnc(-c2ccc(CN3CCOCC3)cc2)n1)Nc1nc(-c2ccccc2)cs1 | 0.0%
Cc1cccc(-n2c(C)nc3c(cnn3-c3ccc(F)cc3)c2=O)c1 | -0.3%
COc1ccc(Cl)cc1NC(=O)c1cccnc1 | 1.3%

# From PubChem
